# procasp3 activ = activators of human procaspase-3. P42574. recombinant procaspase-3 D3A, Ac-DEVD-pNA absorbance 405 nm. activation, % at 8.5 µM. actives 0.11% (n = 330,000). AID 463141;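 active = activation above the mean of all tested compounds plus 3 SD, cut at about 21% in these data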;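 also: 0% = DMSO alone and 100% = DMSO wells spiked with extra 5 µM PC-3 D3A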
#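 System: Procaspase-3 D3A mutant. Medium: Zinc-free 300 mM NaCl, 50 mM HEPES, 0.01% Triton X-100. Schedule: 1 h preincubation plus 2 h reaction at 25 °C. Measured by: 405 nm absorbance of p-nitroaniline, reads at 0 and 120 min. Read-out: percent activation relative to control range.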
# LAP4-GFP MLPCN = modulators of TOR pathway LAP4-GFP in S. cerevisiae. S. cerevisiae LAP4-GFP multiplex, flow cytometry GFP, 3 h; median GFP as percent of DMSO wells. GFP response vs DMSO, % at 10 µM. actives 0.34% (n = 320,000). AID 2023;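 active = GFP response vs DMSO above a set limit, about the screen mean plus 3 SD, cut at about 150% in these data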
# EBNA-1 inh = blocks EBNA-1 binding to DNA | EBNA-1 DNA binding, fluorescence polarization | inhibition, % at 14.8 µM | actives 0.34% (n = 300,000) | AID 1950; in the data active = inhibition above about 28%
# ZTA counter = ZTA (EBV) inhibition in EBNA-1 counter-screen; P03206; ZTA-DNA binding, fluorescence polarization; inhibition, % at 11 µM; actives 0.15% (n = 320,000); in the data active = inhibition above about 33%
# RPL19A TOR yeast = yeast TOR pathway RPL19A-GFP modulation; AID 2025; S. cerevisiae RPL19A-GFP strain, flow cytometry, 3 h; stronger effect = lower value; percent response vs DMSO, % at 10 µM; actives 0.3% (n = 330,000);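 active = percent response vs DMSO below 50%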;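 also: median channel GFP fluorescence of the barcoded RPL19A-GFP strain; ratio of sample median GFP to plate DMSO average so 100% = DMSO; lower means less RPL19A-GFP as with rapamycin TOR inhibition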
# AHR activator = human AHR activation. P35869. AHR-responsive luciferase reporter cells, luminescence. activation, % at 5 µM. actives 2.5% (n = 320,000); in the data active = activation above about 47%;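 also: 0% = vehicle wells and 100% = reference agonist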
# MEP2-GFP yeast = modulators of TOR pathway MEP2-GFP in S. cerevisiae; S. cerevisiae MEP2-GFP strain, flow cytometry GFP, 3 h; 100% = DMSO control level; GFP response vs DMSO, % at 10 µM; actives 0.51% (n = 330,000); AID 2016;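 active = GFP response versus DMSO above a set limit, roughly screen mean plus 3 SD, cut at about 180% in these data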;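 also: median GFP fluorescence of the barcode-gated MEP2-GFP cells per well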
# procasp7 counter = activates human procaspase-7, counter-screen for procaspase-3 activators. recombinant procaspase-7, Ac-DEVD-pNA absorbance 405 nm; D23A/D198A/D206A triple mutant, cannot self-cleave; scale: DMSO 0, 5 µM enzyme 100. activation, % at 8.5 µM. actives 0.093% (n = 330,000). AID 463210;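 active = percent activation above the screen-wide mean plus 3 SD, cut at about 25% in these data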
#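 Assay system – Uncleavable procaspase-7 mutant enzyme · Quantity – 2 µM procaspase-7 mutant as dispensed · Times – 1 h preincubation, 2 h reaction · Dosing – single nominal 8.5 µM compound dose, 0.8% DMSO final · Buffer or medium – Zinc-free 50 mM HEPES buffer, pH 7.4, with NaCl and Triton X-100 · Detection – Epi-absorbance of released pNA at 405 nm, two timepoints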
# The depositor's hits bear a star; . = not tested or not shown.
SMILES,procasp3 activ,LAP4-GFP MLPCN,EBNA-1 inh,ZTA counter,RPL19A TOR yeast,AHR activator,MEP2-GFP yeast,procasp7 counter
CC(=N\Nc1ccccc1)/C(=N/O)C(=O)Nc1ccccc1,-9,100,7,14,98,17,107,8
Cc1c(C#N)sc(C(N)=O)c1C,1,94,3,-2,105,1,105,16
COc1cc(/C(C)=N/NC(=O)CN2CCN(S(=O)(=O)c3ccc(C)cc3)CC2)ccc1O,6,87,-2,-5,94,2,100,0
CC(C)(C)NC(=O)c1ccc(COCC(F)(F)F)o1,7,100,5,-5,102,2,106,1
C=CCSc1nnc(NC(=O)C2CSC3(C)CCC(=O)N23)s1 (stereo not given),7,93,-4,-1,90,3,95,-2
C#CCCc1ccccc1/C=[N+](/C)[O-],2,113,.,-24,103,38,107,-2
COC(=O)c1cccc(NC(=O)c2ccc[n+]([O-])c2)c1,10,98,9,15,104,1,107,-11
COc1ccc(CNC(=O)CN(Cc2cccs2)C(=O)CCC(=O)Nc2ccccn2)cc1,0,101,10,5,100,0,110,5
COc1ccc(CCC(=O)Nc2cccc(S(=O)(=O)N(C)C)c2)cc1OC,-4,103,-11,6,100,-1,103,5
CCC(=O)NNC(=O)CCC(=O)Nc1cccc(Cl)c1C,5,99,-8,-19,99,-2,105,-1
O=C(Cn1cc2c(n1)CCCCC2)Nc1ccccc1Br,7,106,3,11,101,21,99,7
Cc1cc(C)nc(NCC(O)COc2ccccc2C)n1 (stereo not given),-10,105,1,0,99,-5,104,12
CC(C)CCCN1C(Nc2ccccc2)=NC[C@@H]1Cc1ccccc1,10,107,10,8,92,0,91,5
Fc1ccccc1Cn1nnc2c(-n3ccnc3)ncnc21,-2,106,-6,-26,102,3,113,-4
CCOC(=O)C(NCc1ccco1)(NC(=O)c1ccc(OC)cc1)C(F)(F)F (stereo not given),-4,100,0,4,102,-1,103,1
CCOC(=O)c1c(C)c(C(=O)Nc2ccc3c(c2)OCCO3)c(C)n1C,4,102,0,-1,96,9,105,-3
C=CCNC(=O)c1oc2ccc(S(=O)(=O)N(CC)CC)cc2c1C,2,104,-8,2,97,5,102,3
c1ccc(CCNCCCOc2cccc3ccccc23)cc1,1,113,-7,-6,106,4,119,3
CCOCCCN(Cc1ccco1)S(=O)(=O)c1csc(C(N)=O)c1,8,101,-10,-7,99,1,106,0
O=C(CCc1nc(-c2ccccc2)no1)NCc1ccccc1CN1CCOCC1,2,105,.,-14,100,1,104,4

# 2 entries picked at random from those above:
SMILES,procasp3 activ,LAP4-GFP MLPCN,EBNA-1 inh,ZTA counter,RPL19A TOR yeast,AHR activator,MEP2-GFP yeast,procasp7 counter
CCC(=O)NNC(=O)CCC(=O)Nc1cccc(Cl)c1C,5,99,-8,-19,99,-2,105,-1
CC(C)CCCN1C(Nc2ccccc2)=NC[C@@H]1Cc1ccccc1,10,107,10,8,92,0,91,5

# Additional structures follow:
SMILES,procasp3 activ,LAP4-GFP MLPCN,EBNA-1 inh,ZTA counter,RPL19A TOR yeast,AHR activator,MEP2-GFP yeast,procasp7 counter
CC1(C)CC(=O)C(C(c2cccc([N+](=O)[O-])c2)C2C(=O)CC(C)(C)CC2=O)C(=O)C1,-4,99,-4,2,103,4,102,-10
O=C(NCc1ccc(OC(F)(F)F)cc1)c1ccc2c(c1)S(=O)(=O)c1ccccc1C2=O,4,135,4,-14,107,-2,103,2
CSc1ccccc1NC(=O)c1cc(-c2ccc3c(c2)OCO3)on1,3,94,1,11,104,3,104,12
CCOC(=O)C(Cc1ccccc1)C(=O)Nc1cccc(C)c1 (stereo not given),-2,94,-5,7,104,10,98,0
CCN1CCN(c2ccc(S(=O)(=O)N3CCOCC3)cc2NC(=O)/C=C/c2cccc(OC)c2OC)CC1,0,118,-5,-5,93,-1,122,9
Cc1onc(-c2ccc(Cl)cc2Cl)c1-c1csc(N/N=C/c2ccccc2)n1,5,97,-5,-5,99,16,96,7
COc1cccc(-n2cc(C(=O)NCCCOC(C)C)c3ccccc3c2=O)c1,7,93,-6,-14,102,2,108,-5
Cc1ccc(-c2cc(=O)c3cc(Cl)ccc3[nH]2)cc1,8,.,0,12,.,18,.,-4
O=C(Cn1c(=O)n(CC2CCCO2)c(=O)c2ccccc21)N1CCN(c2ccccc2)CC1 (stereo not given),12,89,7,9,89,1,89,12
CNS(=O)(=O)c1cccc(C(=O)OC2CCOC2=O)c1 (stereo not given),-7,96,-8,-6,102,1,99,11
CCCCNC(=O)/C(=C/c1ccco1)NC(=O)c1ccco1,0,87,3,12,100,-1,104,-2
Cc1nnc(SC(C)C(=O)NC2CCCCC2C)n1N (stereo not given),-6,96,-4,10,94,0,91,4
CCOC(=O)C(NC(=O)CC(C)C)(Nc1sc2c(c1C(N)=O)CCCC2)C(F)(F)F (stereo not given),3,107,-2,-4,104,5,98,-2
O=c1[nH]c(CN2CCN(S(=O)(=O)c3ccccc3C(F)(F)F)CC2)nc2sc3c(c12)CCCC3,6,91,-12,-4,98,4,100,-2
CCN(CC)S(=O)(=O)c1ccc(NC(=O)CO/N=C(\N)c2ccccc2)cc1,7,108,-1,3,99,12,104,7
COc1ccc(NC2CCCN(C(=O)CSc3ccncc3)C2)cc1 (stereo not given),9,71,-3,-2,99,6,94,-2
NC(=O)[C@@H]1CCCNc2c(I)cc([N+](=O)[O-])cc2C(=O)N[C@@H](CO)C(=O)NCC(=O)N1,9,136,-1,-2,103,-1,99,-4
Cc1cccc(C(=O)NC(=S)NNC(=O)c2ccccc2Cl)c1,-7,118,7,-3,106,1,110,-1
COc1ccccc1C(=O)C1CCCN(C(=O)c2snnc2C)C1 (stereo not given),0,103,-13,-4,107,2,108,4
C#CCOCCOCCOCCNc1nc(N2CCN(C(=O)[C@H](CCC(=O)O)n3cc(C(N)CC(C)C)nn3)CC2)nc(N2CCN(C(=O)[C@H](CCC(=O)O)n3cc(C(N)CC(C)C)nn3)CC2)n1 (stereo not given in full),11,121,-2,13,87,2,87,1

# The list goes on; it opens with the 6 that closed the last part.
SMILES,procasp3 activ,LAP4-GFP MLPCN,EBNA-1 inh,ZTA counter,RPL19A TOR yeast,AHR activator,MEP2-GFP yeast,procasp7 counter
CCN(CC)S(=O)(=O)c1ccc(NC(=O)CO/N=C(\N)c2ccccc2)cc1,7,108,-1,3,99,12,104,7
COc1ccc(NC2CCCN(C(=O)CSc3ccncc3)C2)cc1 (stereo not given),9,71,-3,-2,99,6,94,-2
NC(=O)[C@@H]1CCCNc2c(I)cc([N+](=O)[O-])cc2C(=O)N[C@@H](CO)C(=O)NCC(=O)N1,9,136,-1,-2,103,-1,99,-4
Cc1cccc(C(=O)NC(=S)NNC(=O)c2ccccc2Cl)c1,-7,118,7,-3,106,1,110,-1
COc1ccccc1C(=O)C1CCCN(C(=O)c2snnc2C)C1 (stereo not given),0,103,-13,-4,107,2,108,4
C#CCOCCOCCOCCNc1nc(N2CCN(C(=O)[C@H](CCC(=O)O)n3cc(C(N)CC(C)C)nn3)CC2)nc(N2CCN(C(=O)[C@H](CCC(=O)O)n3cc(C(N)CC(C)C)nn3)CC2)n1 (stereo not given in full),11,121,-2,13,87,2,87,1
COC(=O)COc1ccc(C)cc1-n1nc2ccccc2n1,2,100,-1,2,104,-2,100,7
Cc1ccc(S(=O)(=O)N2CC(O)CC2C(=O)Nc2ccc3c(c2)CCC3)cc1 (stereo not given),0,101,2,-11,95,11,108,15
CCN(CC)c1ccc2cc(NC(=O)CCC(=O)O)c(=O)oc2c1,-7,99,-1,5,92,-7,96,-8
CCOc1ccccc1N1C(=O)c2ccc(C(=O)O)cc2C1=O,-5,108,-7,9,104,2,107,5
N#Cc1ccc(C(=O)OCC(=O)N2CCCC2)cc1,-10,103,-16,-8,102,-1,100,-5
Cc1cccc(C(=O)Nc2ccc(O)cc2)c1,0,102,-10,1,98,3,108,9
COc1cc(-n2c(C)nc3cc(C(=O)O)ccc32)cc(OC)c1OC,-4,111,1,2,95,2,104,3
COc1ccc(CN2CC(C(=O)NCc3ccccn3)CC2=O)cc1 (stereo not given),3,98,0,-15,101,2,99,4
CC(=O)c1ccc(NC(=O)CSc2nc(C)cc(C)c2C(N)=O)cc1,4,107,14,12,101,1,103,7
O=C(CCn1c(=O)[nH]c2ccsc2c1=O)N1CC(=O)N(CCc2ccccc2)C(=O)C1,4,104,8,3,101,7,110,9
O=C(CN1C(=O)C2CC=CCC2C1=O)Nc1ccc(-c2nnc3n2CCCCC3)cc1 (stereo not given),-9,97,-5,-6,98,1,97,-2
CC(C)(C)C(=O)Nc1cc(S(=O)(=O)Nc2ccc(Cl)cc2)ccc1Cl,-3,98,-3,6,105,1,100,0
Cc1ccc(CNc2ccc3c(c2)ncn3C)cc1,-7,108,0,-16,103,19,107,-5
Cc1ccc(SCC(=O)NNC(=O)C2CCCCC2)cc1,1,92,-1,11,96,-1,100,1
NNc1nc2sc3c(c2c(=O)n1C1CCCCC1)CCN(Cc1ccccc1)C3,-5,111,-5,-5,99,0,100,-14
Cc1ccc(S(=O)(=O)N(CC2CO2)c2cccc([N+](=O)[O-])c2)cc1 (stereo not given),-6,92,9,-4,101,-1,103,-5
O=C(Nc1ccccn1)NC1CCCCC1,4,98,0,-20,99,2,103,-3
COc1ccc(C2C(C(C)=O)=C(C)Nc3ncnn32)cc1OC (stereo not given),10,86,-6,-4,98,1,100,16
O=C(Cn1c(=O)c2cccn2c2ccc(F)cc21)NCCCN1CCN(c2ccccc2F)CC1,10,115,-4,-3,111,5,112,1
O=C(CN1CCN(Cc2ccccc2)CC1)NCc1ccccc1Cl,1,97,-3,1,103,1,106,8
O=C(COc1ncnc2c(Cl)cc(Cl)cc12)NC1CCCCCC1,-4,97,-2,-8,98,6,84,5
CN1CCN(c2ccc(S(=O)(=O)N3CCCCC3)cc2NC(=O)c2ccc3ccccc3c2)CC1,5,94,-9,6,102,0,102,2
O=[N+]([O-])c1ccc(Sc2nnnn2-c2ccccc2)c(Cl)c1,0,118,-4,-6,101,0,103,-8
CC(=O)c1cnc(Nc2nc(C)c3cc(C)c(C)cc3n2)nc1C,2,94,11,15,95,21,99,3
Cc1cccc(C)c1NC(=S)NC(=O)c1ccc(Br)o1,0,99,0,7,95,69*,99,0
COc1ccc(C(=O)OCC(=O)Nc2sccc2C(N)=O)cc1[N+](=O)[O-],-4,101,.,17,103,-1,106,0
NS(=O)(=O)c1ccc(CNC(=O)c2cccnc2Cl)cc1,8,95,-3,9,108,-1,105,10
Oc1ccc2nnc3c(Br)cnn3c2c1,4,101,0,4,100,2,119,1
O=C1C(=O)N(CNc2cccnc2)c2ccccc21,0,.,-11,5,.,7,.,-4
Cc1nn(CC(=O)NCCCN2CCC(N3CCCCC3)CC2)c(=O)c2cc(-c3ccccc3)nn12,5,94,0,3,95,-2,96,-2
CCOC(=O)C1CCCN(C(=O)c2ccc(OC)c([N+](=O)[O-])c2)C1 (stereo not given),10,85,-4,-5,98,0,101,-3
Cc1ccc(SCCOCCN2CC(C)OC(C)C2)cc1 (stereo not given),5,103,4,14,110,8,105,7
COC(=O)c1sc(S(=O)(=O)N2CCCCC2C(=O)O)c(C(=O)OC)c1C (stereo not given),-2,97,7,13,100,-1,98,-1
COc1ccc(C)cc1NC(=O)C(Sc1ccccc1)c1ccccc1 (stereo not given),-6,92,6,-10,101,8,90,6
S=c1[nH]nc(-c2ccccc2)n1CC1CCCO1 (stereo not given),-3,100,3,-7,103,-1,105,-1
O=C(CNCc1ccccc1)Nc1ccc(Oc2ccccc2)cc1,2,100,-4,13,99,0,96,4
Cc1ccc(-c2noc(CN3C(C)CCCC3C)n2)cc1 (stereo not given),2,97,16,-4,100,-1,94,-7
COc1cc(N=Nc2ccc3ccccc3c2)ccc1O,-13,92,-4,-7,86,84*,96,-12
COc1cccc(NC(=O)COc2cccc(-n3cnnn3)c2)c1,-2,114,4,17,102,5,96,7
